TrxR1 substrate: rat thioredoxin reductase 1 substrate activity; O89049; purified TrxR1 substrate turnover, NADPH consumption readout; Potency, µM (titrated, usually from 114 µM), for inactives: at the top dose activity change, negative = substrate turnover; 390,000 tested, 0.01% active; further: on the % scale 0 is the no-effect control and ±100 the full control effect; nearly all actives have a fitted effect of over 50% in size
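Rat TrxR1, dispensed at 90 nM, was prereduced with 400 uM NADPH (final) for 5 min at ~22 deg C, then incubated with compound 15 min before 400 uM selenite. A first-read NADPH fluorescence drop versus no-compound background flagged substrates.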
IDH1 R132H inh: inhibitors of human mutant IDH1 R132H | O75874 | IDH1-R132H enzyme, NADPH consumption, diaphorase/resazurin fluorescence | Potency, µM (series often up to 76.6 µM), for inactives: top-dose activity change, negative = inhibition, actives largely listed as inhibitors | 390,000 tested, 0.093% active; further: on the % scale 0 is the no-effect control and ±100 the full control effect; nearly all actives have a fitted effect of over 65% in size
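IDH1-R132H (0.5 ug/mL dispensed) in pH 7.5 Tris buffer was preincubated 30 min with compound, then given a substrate mix of 0.016 mM NADPH and 2 mM alpha-KG for 80 min at room temperature; remaining NADPH was read by diaphorase/resazurin fluorescence.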
rTrxR1 inhibitor: rat TrxR1 inhibition; recombinant rTrxR1, NADPH fluorescence consumption, selenite substrate; Potency, µM (top dose mostly 114 µM), for the others: at the top dose activity change, negative = inhibition, hits mostly inhibitors; 390,000 tested, 1% active; AID 588453; further: on the % scale 0 is the no-effect control and ±100 the full control effect; nearly all actives have a fitted effect of over 65% in size
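Rat TrxR1 (90 nM in the dispensed reagent) was pre-reduced with 400 uM NADPH for 5 min at room temperature, then incubated with compound for 15 min. After 400 uM selenite was added, NADPH fluorescence (Ex 340/Em 450 nm) was followed for 8 min.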
USP1 inh: inhibitors of human USP1/UAF1 deubiquitinase; O94782; recombinant USP1/UAF1, Ub-Rhodamine cleavage fluorescence; Potency, µM (doses to about 57.1 µM), for inactives: at the top dose activity change, negative = inhibition, usual class: inhibitors; 390,000 tested, 0.23% active; AID 743255; further: on the % scale 0 is the no-effect control and ±100 the full control effect; nearly all actives have a fitted effect of over 60% in size; inactives centre near -12
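Step one: compound is pinned into 1nM USP1/UAF1 in HEPES pH 7.8 buffer with TCEP. Step two: 15 min room-temperature incubation. Step three: Ub-Rho (150nM final) starts cleavage, tracked by fluorescence over six one-minute reads.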
RXFP1 agonist: activates the human relaxin receptor RXFP1; 370,000 tested, 0.3% active; AID 2676; Potency, µM (highest dose often 57.5 µM), without a hit: at the top dose activation, hits mostly activators; HEK293T-RXFP1 cAMP TR-FRET, 30 min; response scale: percent of porcine relaxin response, buffer zero; further: on the % scale 0 is the no-effect control and ±100 the full control effect; nearly all actives have a fitted effect of over 60% in size; many of its hits are not listed in these tables
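cAMP rise read by TR-FRET after 30 min, 37C compound exposure (up to 58 uM) in RXFP1-transfected HEK293 cells with Ro 20174 present. EC50 from Hill-equation fits, with 29 nM porcine relaxin as 100% and buffer as basal.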
Vif-APOBEC3F blk: Vif-A3F binding inhibition; HeLa A3F-eYFP + Vif (tagged APOBEC3F with the HIV-1 protein that degrades it), YFP fluorescence increase; Potency, µM (series often up to 46.1 µM), inactives show top-dose activity, negative = active; 390,000 tested, 0.2% active; further: % of control where 0% means no effect; nearly all actives have a fitted effect of over 65% in size
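HeLa cells stably expressing Vif plus C-terminally eYFP-tagged A3F were seeded, incubated overnight at 37 deg C, dosed with compound, incubated overnight again at 37 deg C. Yellow fluorescence (Ex 488/Em 500-530) reported blocked Vif-mediated A3F-eYFP degradation.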
RGS4 inhibitor: blocks human RGS4-accelerated GTP hydrolysis | P49798 | Transcreener GDP fluorescence polarization, RGS4-accelerated GTP hydrolysis | Potency, µM (titrated, usually from 114 µM), for the others: at the highest dose activity change, negative = inhibition, hits mostly inhibitors | 390,000 tested, 0.039% active | AID 504845; further: on the % scale 0 is the no-effect control and ±100 the full control effect; nearly all actives have a fitted effect of over 75% in size; some results filed as inactive show a strong effect at the top dose
Target sequence (P49798 whole entry, looked up): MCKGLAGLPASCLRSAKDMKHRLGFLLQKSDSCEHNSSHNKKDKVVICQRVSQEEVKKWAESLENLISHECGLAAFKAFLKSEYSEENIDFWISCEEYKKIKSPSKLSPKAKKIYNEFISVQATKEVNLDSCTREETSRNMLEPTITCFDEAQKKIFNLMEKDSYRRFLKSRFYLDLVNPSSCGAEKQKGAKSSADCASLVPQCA
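MLSMR compounds (23 nl, pin-transferred) preincubated 10 min at room temperature with a 500nM (2x) first reagent, then RGS4 at 900nM (2x) plus Transcreener GDP mix added; fluorescence polarization (620/688 nm) read before and after 90 min at 30 °C.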
Vif-APOBEC3G blk: inhibitors of Vif-APOBEC3G interaction; AID 602310; Q9HC16; HeLa A3G-eYFP + Vif (tagged APOBEC3G with the HIV-1 protein that degrades it), YFP fluorescence, overnight; 410,000 tested, 0.076% active; Potency, µM (top dose mostly 46.1 µM), for the others: top-dose activity, negative = active, most hits filed as inhibitors;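 further: on the % scale 0 is the no-effect control and ±100 the full control effect; nearly all actives have a fitted effect of over 60% in size; hits raise eYFP signal because A3G escapes Vif-driven loss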
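Read-out is eYFP fluorescence (Ex 488/Em 500-530) from Vif-expressing HeLa A3G-eYFP cells; more signal means A3G escaped Vif-mediated degradation. Cells plated overnight, compound pinned in, incubated overnight at 37 deg C.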
12-LOX inh: blocks human arachidonate 12S-lipoxygenase; P18054; Potency, µM (highest dose often 108 µM), for inactives: top-dose activity change, negative = inhibition, actives largely listed as inhibitors; AID 1671190; 580,000 tested, 1.1% active; purified 12hLO, xylenol orange hydroperoxide absorbance; further: on the % scale 0 is the no-effect control and ±100 the full control effect
Target sequence (P18054 whole entry, looked up): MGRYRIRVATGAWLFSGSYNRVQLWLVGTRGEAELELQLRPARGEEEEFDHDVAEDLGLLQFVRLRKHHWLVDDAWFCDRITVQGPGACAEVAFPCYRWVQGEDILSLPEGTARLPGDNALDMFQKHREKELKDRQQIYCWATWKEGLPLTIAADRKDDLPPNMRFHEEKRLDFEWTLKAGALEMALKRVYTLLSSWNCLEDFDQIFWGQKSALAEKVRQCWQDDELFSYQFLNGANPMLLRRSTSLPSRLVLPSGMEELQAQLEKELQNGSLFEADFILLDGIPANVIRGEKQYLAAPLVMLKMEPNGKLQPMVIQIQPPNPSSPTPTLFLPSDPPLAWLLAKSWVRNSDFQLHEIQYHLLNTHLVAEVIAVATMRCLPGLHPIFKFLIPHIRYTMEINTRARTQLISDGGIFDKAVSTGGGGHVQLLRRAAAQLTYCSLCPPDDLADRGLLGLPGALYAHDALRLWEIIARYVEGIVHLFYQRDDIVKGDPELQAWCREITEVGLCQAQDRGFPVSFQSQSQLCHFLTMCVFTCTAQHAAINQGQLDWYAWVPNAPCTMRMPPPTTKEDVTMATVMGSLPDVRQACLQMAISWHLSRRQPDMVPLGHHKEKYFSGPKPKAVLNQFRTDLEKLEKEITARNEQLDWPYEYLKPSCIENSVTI
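Purified human 12hLO at 150 nM in 25 mM Hepes, 0.01% Triton X-100, pH 7.0, preincubated 15 min at room temperature with compound. Reaction started with 40 uM arachidonic acid, 30 min at room temperature. Hydroperoxide measured by Fe-xylenol orange, 573/405 nm absorbance ratio.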
An asterisk follows results filed as active; ? = inconclusive; . = not tested or not shown; [ ] = another dose, or the depositor's remark. The call rests on the fitted dose curve; in most records, active means well fitted curve in the direction sought with a large enough effect; inconclusive means small, poorly fitted or top-dose-only effect, or another doubt; inactive means no such curve, though single readings can be large; an effect the other way counts as inactive or inconclusive. Potency means the concentration at half of the fitted maximal effect. Some of the compounds tested (hit frequency here may not be typical).

Start of the listing, in advance:
molecule	Vif-APOBEC3G blk	IDH1 R132H inh	rTrxR1 inhibitor	TrxR1 substrate	Vif-APOBEC3F blk	12-LOX inh	RXFP1 agonist	USP1 inh	RGS4 inhibitor
COc1ccc(S(=O)(=O)N(CCc2ccccc2)CC(=O)Nc2ccc(C)c(C)c2)cc1OC	-1%	-6%	15%	-5%	-2%	-21%	-1.2%	-17%	7%
COc1ccccc1CNC(=O)Cn1c(=O)oc2cc(S(=O)(=O)NCc3ccccc3)ccc21	-3%	4%	5%[57.1 µM]	-7%[57.1 µM]	0%	-15%	-0.7%	-29%	13%

The whole of this part, from the first entry:
molecule	Vif-APOBEC3G blk	IDH1 R132H inh	rTrxR1 inhibitor	TrxR1 substrate	Vif-APOBEC3F blk	12-LOX inh	RXFP1 agonist	USP1 inh	RGS4 inhibitor
COc1ccc(S(=O)(=O)N(CCc2ccccc2)CC(=O)Nc2ccc(C)c(C)c2)cc1OC	-1%	-6%	15%	-5%	-2%	-21%	-1.2%	-17%	7%
COc1ccccc1CNC(=O)Cn1c(=O)oc2cc(S(=O)(=O)NCc3ccccc3)ccc21	-3%	4%	5%[57.1 µM]	-7%[57.1 µM]	0%	-15%	-0.7%	-29%	13%
CC1CCCN(S(=O)(=O)c2cc3c(cc2Cl)NC(=O)CO3)C1 (stereo not given)	0%	0%	15%	-6%	-2%	-5%	-2.5%	?	23%
CCOC(=O)c1oc2cccc(O)c2c1CN1CCOCC1	1%	-1%	4%[57.1 µM]	-5%[57.1 µM]	-5%	?	3.3%	-9%	4%
CCN(C(=O)COC(=O)c1cc(-c2ccc(C)o2)nc2ccccc12)C1CCS(=O)(=O)C1 (stereo not given)	-1%	2%	-3%[57.1 µM]	15%[57.1 µM]	1%	?	18%	-18%	?
CCOCCCNC(=O)C(c1ccc(Cl)cc1)N1CCC2(CC1)OCCO2 (stereo not given)	-6%	10%	-8%	-7%	-15%	9%	1.5%	-4%	34%
O=C(Nc1ccc(F)cc1)c1ccc(Cn2cnnn2)cc1	1%	2%	22%[57.1 µM]	-6%	-7%	-5%	-2.4%	-11%	-14%
COc1ccc(S(=O)(=O)N2CCN(C/C=C/c3ccccc3)CC2)cc1F	-1%	4%	1%	-8%	6%	-3%	-1.4%	-11%	-8%
COC(=O)c1ccc(NC(=O)Nc2ccc3c(c2)OCO3)cc1	-5%	0%	-2%	-6%	1%	.	0.5%	-27%	-18%
CC(C)(C)OC(=O)N[C@@H](Cc1ccccc1)C(=O)N1CCC(C(=O)O)CC1	1%	10%	25%[57.1 µM]	-1%[57.1 µM]	0%	41%[activator]	-0.2%	-19%	-17%
CCOc1ccccc1OCCn1nc2ccccc2n1	3%	2%	5%	-2%	4%	-15%	-0.3%	-20%	-26%
COc1ccc(NC(=O)Nc2sc3nc4n(c(=O)c3c2C)CCC(C)CC4)cc1OC (stereo not given)	-8%	-12%	25%	4%	1%	-25%	1.6%	-19%	-11%
NC(=NC(=O)c1ccccc1)C1=C(O)CCC1=O	1%	4%	4%	-3%	0%	363%[activator]	0.5%	-20%	-8%
CSc1nc2ccc(NC(=O)c3cc4ccccc4o3)cc2s1	-6%	0%	25%	6%	4%	1%	2.5%	-4%	-8%
CCCCN1C(N)=NC[C@H]1Cc1ccc(O)cc1	2%	-2%	19%[57.1 µM]	11%[57.1 µM]	-4%	-2%	-0.1%	-12%	-17%
Oc1ccc(Nc2ncnc3scc(-c4ccccc4)c23)cc1	-6%	7%	12%	3%[57.1 µM]	-22%	1%	3.8%	-2%	7%
O=S(=O)(c1ccc(F)cc1)N1CCc2ccccc2C1	2%	4%	9%[57.1 µM]	6%[2.29 µM]	2%	-4%	1.4%	-7%	-10%
O=C(Cc1ccccc1F)Nc1ccc2c(c1)CCC2	-4%	-1%	23%	5%	7%	17%	1.6%	-13%	5%
CCN(CC)C(=O)CSc1nc2[nH]ncc2c(=O)[nH]1	5%	1%	17%	5%	2%	-2%	4.8%	-25%	-5%[11.4 µM]
CCn1nc(NS(=O)(=O)c2ccc(F)cc2)c2cc3cccc(C)c3nc21	-5%	-1%	6%	0%	-8%	-1%	1.1%	-9%	-25%[11.4 µM]
CCc1ccc(CN2CCC(n3nccc3NC(=O)c3ccc4c(c3)OCO4)CC2)cc1	4%	18%	-13%	-14%	1%	-1%	0.1%	-4%	41%
Cc1ccc(-n2ncc(C(=O)NCCN3CCc4ccccc4C3)c2C2CCN(C(=O)OC(C)(C)C)CC2)c(C)c1	0%	-9%	12%	-9%	-12%	-23%	16%	-24%	17%
COc1ccc(-c2nnnn2C(C)C)cc1	-2%	-7%	-3%[57.1 µM]	3%[57.1 µM]	-3%	0%	-5.9%	2%	7%
Cc1ccc(CSc2nnc3nc(C)cc(C)n23)cc1	2%	8%	20%[57.1 µM]	12%	10%	-6%	0.7%	-15%	-5%
C[C@H](CO)N1C[C@H](C)[C@@H](CN(C)Cc2ccccc2)Oc2ccc(NC(=O)CCCCCC(=O)Nc3ccccc3N)cc2C1=O	11%	0%	8%	3%	-8%	5%	.	?	-1%
O=c1[nH]c2ccccc2nc1/C=C/c1ccc(Cl)cc1	-8%	4%	24%[57.1 µM]	4%[57.1 µM]	-1%	-5%	3.0%	-14%	?
CC(=O)Oc1c(Cl)c(N2CCOCC2)c(OC(C)=O)c2ccccc12	-2%	5%	-7%	-4%	-2%	0%	0.3%	-7%	-6%
CCC(C(=O)NN1C(=O)c2ccccc2C1=O)c1ccccc1 (stereo not given)	-3%	2%	26%[57.1 µM]	10%[57.1 µM]	-4%	24%	2.1%	-21%	25%
CCCc1c(C(=O)N/N=C(\C)c2ccc3c(c2)OCO3)nnn1-c1nonc1N	0%	-3%	.	.	-1%	-6%	.	5%	.
NS(=O)(=O)c1ccc(C(=O)Nc2ccc(-c3nc4cccnc4s3)cc2)cc1	0%	4%	3%	16%	3%	0%	11%	-18%	-31%
O=C(CC1SC(N2CCOCC2)=NC1=O)Nc1cc([N+](=O)[O-])ccc1Cl (stereo not given)	0%	3%	4%[57.1 µM]	5%[57.1 µM]	12%	2%	-0.8%	-11%	19%
O=C(Cc1c(F)c(F)c(F)c(F)c1F)Nc1nc(-c2ccccc2)cs1	-3%	2%	22%[57.1 µM]	-10%[57.1 µM]	?	-23%	9.6%	-16%	-23%
COc1ccc2nc(NC(=O)CSc3n[nH]c(N)n3)sc2c1	-5%	-8%	2%[57.1 µM]	0%[57.1 µM]	5%	-1%	0.6%	-4%	-3%
COc1ccc(-c2nc3ccc(NS(=O)(=O)c4ccc(Cl)cc4)cc3o2)cc1	.	.	17%	-4%	.	?	7.1%	-21%	15%
CC(=C/c1ccccc1)/C=N/N1CCN(Cc2ccc(C)cc2)CC1	1%	10%	26%	4%	0%	-7%	2.0%	-20%	-31%
CCCCC(=O)Nc1nnc(C2=COCCO2)o1	0%	8%	21%[57.1 µM]	5%[57.1 µM]	-1%	2%	2.6%	-25%	25%
Cn1ccnc1Sc1ccccc1[N+](=O)[O-]	-1%	14%	22%	2%	7%	-4%	0.6%	-24%	-9%
CCC/C(=N\NC(=O)c1csc(C)c1C)c1cccs1	0%	-1%	10%	-2%	-6%	-20%	0.0%	9%	29%
COc1ccc([N+](=O)[O-])cc1NC(=O)c1ccc(Br)s1	1%	3%	14%	5%[57.1 µM]	-11%	-7%	0.1%	-18%	-11%
COc1cc(OC)cc(C(=O)NCC(=O)N2CCCCC2)c1	2%	-1%	31%[57.1 µM]	7%[57.1 µM]	-3%	0%	-1.2%	0%	26%
CCOCCn1ccc2c(OCC(=O)NCc3ccc(F)cc3)cccc2c1=O	0%	-3%	22%[57.1 µM]	5%[57.1 µM]	-1%	-28%	0.0%	-21%	13%
COc1ccc([N+](=O)[O-])cc1NS(=O)(=O)c1cccc(C(=O)OC2CCOC2=O)c1 (stereo not given)	-1%	1%	-17%	-15%	4%	14%	.	2%	-15%
O=C(Nc1nnc(C2=COCCO2)o1)c1ccc(S(=O)(=O)N2CCCC2)cc1	0%	-22%	-9%	-14%	7%	18%	0.0%	-9%	6%
COc1ccc(C(=O)ON=C2C=C(C)C(=O)C(C)=C2)cc1	?	2%	-4%	-3%	-7%	-3%	-0.6%	-15%	-14%
CC/C(=N\Nc1ccnc2cc(Cl)ccc12)c1ccc(O)cc1	-5%	9%	8%	8%	-24%	?	-0.2%	-22%	-19%
CC(=O)c1cccc(NC(=O)CCC2CCCC2)c1	2%	0%	13%	2%	-9%	0%	3.8%	0%	-1%
O=C(Nc1ccccc1C(=O)Nc1ccccc1C(=O)O)c1ccccc1	-17%	-4%	6%[57.1 µM]	8%[57.1 µM]	-4%	?	5.3%	-18%	6%
COc1ccc(-c2cnnn2-c2ccc(NC(=O)c3ccco3)cc2)cc1OC	2%	6%	10%[57.1 µM]	4%[57.1 µM]	-2%	0%	6.1%	-10%	8%
Cc1sc(NC(=O)CSc2nnc(-c3ccc(F)cc3)o2)c(C#N)c1C	-7%	-2%	4%	0%	5%	8%	1.6%	-11%	5%
